Bioassay records: PubChem BioAssay, National Center for Advancing Translational Sciences (NCATS)
KCNH2 3.1 inh: KCNH2 3.1 (human) potassium channel inhibition; U2OS KCNH2 3.1, thallium flux FluxOr; hits give low values; activity change, % (tested at about 1.8 µM); 340,000 tested, 0.95% active; AID 720553;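 active means maximum activity change below -70%; inconclusive means maximum activity change from -70% to -50%; inactive means maximum activity change above -50%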;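 further: thallium influx rate constant from kinetic fluorescence after stimulation buffer; on the % scale 0 is the no-effect control and ±100 the full control effect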
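Thallium flux via FluxOr fluorescence (Red40 quencher, 45 min loading) in U2OS cells virally expressing the KCNH2 3.1 isoform (1.77 x 10^8 /mL virus, overnight at 37 C). Rate constants from 2-min kinetic reads post-stimulation, normalised to positive and negative controls.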
Mito fusion act: inhibitors of mitochondrial division or activators of mitochondrial fusion. Potency, µM (top dose mostly 46.1 µM), for inactives: at the highest dose growth rescue (activation), usual class: activators. S. cerevisiae fusion-defective mutant growth rescue, CellTiterGlo 48 h. 320,000 tested, 0.23% active;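 further: potency means the concentration at half of the fitted maximal effect; % of control where 0% means no effect; nearly all actives have a fitted effect of over 45% in size; temperature-sensitive fusion mutants such as fzo1-1 at 37 °C on non-fermentable ethanol glycerol medium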
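Luminescent cell viability in 1536-well qHTS format served as the measure of rescued growth in ts fusion-mutant S. cerevisiae cultured on non-fermentable YPEG for 48 hours at 37C.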
FLuc counter: inhibits or activates purified firefly luciferase, miR-21 counter-screen; P08659; purified FLuc, Km substrates, luminescence inhibition; Potency, µM (titrated, usually from 57.5 µM), for inactives: top-dose activity change, negative = inhibition, actives largely listed as inhibitors; 360,000 tested, 6.9% active; AID 588342;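 further: potency means the concentration at half of the fitted maximal effect; plate controls were vehicle for no effect and reference inhibitor for full effect; nearly all actives have a fitted effect of over 55% in size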
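Purified P. pyralis luciferase, 10 nM final, with Km-level 10 uM D-luciferin and 10 uM ATP in 50 mM Tris acetate pH 7.5, 10 mM Mg acetate, 0.01% Tween-20, 0.05% BSA; 6-point qHTS titration about 60 µM downward; luminescence read.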
VP16 counter: counter-screen for ROR gamma inhibitors: Gal4-VP16 reporter | Drosophila S2 Gal4-VP16 UAS-luciferase, luminescence, 20 h | Potency, µM (series often up to 53.6 µM), for inactives: at the top dose activity, negative = inhibition, usual class: inhibitors | 310,000 tested, 3.5% active | AID 2546;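 further: Gal4-VP16 expression switched on by copper sulfate through the metallothionein promoter; potency means the concentration at half of the fitted maximal effect; on the % scale 0 is the no-effect control and ±100 the full control effect; nearly all actives have a fitted effect of over 50% in size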
PKM2 act: increases activity of human pyruvate kinase M2. 260,000 tested, 0.34% active. purified PKM2, Kinase-Glo ATP luminescence, activation; response scale: 0% is enzyme alone, no compound. AID 1631. Potency, µM (titrated, usually from 57.5 µM), for inactives: top-dose activation, most hits filed as activators; further: potency means the concentration at half of the fitted maximal effect; on the % scale 0 is the no-effect control and ±100 the full control effect; nearly all actives have a fitted effect of over 55% in size
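hPK-M2, >95% pure; 0.1 mM ADP / 0.5 mM PEP final; imidazole pH7.2 buffer w/ 7 mM MgCl2, 50 mM KCl; 1 h RT; Kinase-Glo lum. Intermediate enzyme activity for dual inhibitor/activator qHTS.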
RORg inh: ROR gamma (mouse) transcription inhibition | Potency, µM (top dose mostly 53.6 µM), inactives show at the top dose activity change, negative = inhibition, actives largely listed as inhibitors | Drosophila S2 Gal4-RORgamma UAS-luciferase reporter, 20 h | P51450 | 310,000 tested, 5.4% active; further: potency means the concentration at half of the fitted maximal effect; on the % scale 0 is the no-effect control and ±100 the full control effect; nearly all actives have a fitted effect of over 60% in size
Target sequence (P51450 whole entry, looked up, the tested form may be a part): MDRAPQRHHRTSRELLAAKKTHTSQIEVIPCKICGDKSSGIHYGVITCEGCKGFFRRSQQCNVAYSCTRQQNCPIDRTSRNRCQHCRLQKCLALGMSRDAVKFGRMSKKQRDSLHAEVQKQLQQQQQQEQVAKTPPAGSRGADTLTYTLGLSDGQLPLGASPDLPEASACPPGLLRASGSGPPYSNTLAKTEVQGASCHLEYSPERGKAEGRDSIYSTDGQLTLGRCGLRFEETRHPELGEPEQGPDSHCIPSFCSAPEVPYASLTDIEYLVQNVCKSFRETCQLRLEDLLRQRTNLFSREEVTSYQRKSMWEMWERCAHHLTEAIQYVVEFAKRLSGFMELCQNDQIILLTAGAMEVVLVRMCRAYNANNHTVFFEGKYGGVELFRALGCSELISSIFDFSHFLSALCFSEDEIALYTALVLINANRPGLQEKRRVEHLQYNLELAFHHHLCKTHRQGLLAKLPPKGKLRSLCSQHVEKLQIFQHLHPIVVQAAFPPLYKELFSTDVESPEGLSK
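Luminescence from a UAS-regulated Photinus luciferase reporter in stably transfected Drosophila Schneider cells is measured; decreased signal marks ROR gamma inhibition. Fusion expression is induced by 700 uM copper sulfate for 20 hr.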
ELG1 repair inh: ELG1-dependent DNA repair inhibition. HEK293T ELG1-luciferase reporter, luminescence, 16 h; DNA damage induced by 5-fluorouridine. Potency, µM (doses to about 46.1 µM), for inactives: at the top dose activity change, negative = inhibition, usual class: inhibitors. 330,000 tested, 2.3% active; further: potency means the concentration at half of the fitted maximal effect; on the % scale 0 is the no-effect control and ±100 the full control effect; nearly all actives have a fitted effect of over 55% in size
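Reporter activity after DNA damage by 5-fluorouridine is monitored. Compound-treated cells incubate 16 hr at 37 °C, then ONE-Glo is added for 30 min before luminescence reading.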
MBNL1-CUG inh: blocks human MBNL1 binding to CUG repeat RNA; Potency, µM (doses to about 57.5 µM), without a hit: at the top dose activity change, negative = inhibition, most hits filed as inhibitors; AID 2675; 280,000 tested, 0.036% active; TR-FRET MBNL1-His/biotin-(CUG)12 binding, 665/545 ratio; active means well fitted inhibition curve with a large enough effect in the signal ratio, with a control signal flat, not every such curve was filed as active; inconclusive means small, poorly fitted or top-dose-only effect, or effect the other way, or a change in a side signal; inactive means no such curve, though single readings can be large or run the other way; the % refers to the signal ratio; further: potency means the concentration at half of the fitted maximal effect; on the % scale 0 is the no-effect control and ±100 the full control effect
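Compounds (final 92 nM to 58 uM) are added to His-tagged MBNL1 and biotin-(CUG)12, then terbium anti-His antibody and streptavidin-XL665 (5 nM final). After 60 min at room temperature, the 665/545 nm ratio is read.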
NPC1 promoter act: NPC1 promoter activation. Huh7 NPC1 promoter luciferase reporter, 24 h. Potency, µM (titrated, usually from 9.22 µM), without a hit: top-dose activation, most hits filed as activators. 320,000 tested, 2.4% active. AID 485313;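 further: potency means the concentration at half of the fitted maximal effect; % of control where 0% means no effect; nearly all actives have a fitted effect of over 60% in size; reporter is driven by a mutant NPC1 promoter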
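Cells: Huh7 expressing luciferase under the NPC1 promoter, 1500/well. Seeded 2 h, compound added, incubated 24 h at 37 °C. Luciferase reagent, 10 min ambient, then luminescence.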
Menin-MLL TR inh: displaces Texas Red mutant MLL peptide from human menin. O00255. Menin + Texas Red MLL mutant peptide, fluorescence polarization. Potency, µM (doses to about 61.6 µM), for the others: at the highest dose FP activity change, negative = inhibition, actives largely listed as inhibitors. 270,000 tested, 0.23% active. AID 1768; active means well fitted inhibition curve with a large enough effect in the polarisation, with a control signal flat, not every such curve was filed as active; inconclusive means small, poorly fitted or top-dose-only effect, or effect the other way, or a change in a side signal; inactive means no such curve, though single readings can be large or run the other way; the % refers to the polarisation; further: potency means the concentration at half of the fitted maximal effect; % of control where 0% means no effect; many of its hits are not listed in these tables
Target sequence (O00255 whole entry, looked up): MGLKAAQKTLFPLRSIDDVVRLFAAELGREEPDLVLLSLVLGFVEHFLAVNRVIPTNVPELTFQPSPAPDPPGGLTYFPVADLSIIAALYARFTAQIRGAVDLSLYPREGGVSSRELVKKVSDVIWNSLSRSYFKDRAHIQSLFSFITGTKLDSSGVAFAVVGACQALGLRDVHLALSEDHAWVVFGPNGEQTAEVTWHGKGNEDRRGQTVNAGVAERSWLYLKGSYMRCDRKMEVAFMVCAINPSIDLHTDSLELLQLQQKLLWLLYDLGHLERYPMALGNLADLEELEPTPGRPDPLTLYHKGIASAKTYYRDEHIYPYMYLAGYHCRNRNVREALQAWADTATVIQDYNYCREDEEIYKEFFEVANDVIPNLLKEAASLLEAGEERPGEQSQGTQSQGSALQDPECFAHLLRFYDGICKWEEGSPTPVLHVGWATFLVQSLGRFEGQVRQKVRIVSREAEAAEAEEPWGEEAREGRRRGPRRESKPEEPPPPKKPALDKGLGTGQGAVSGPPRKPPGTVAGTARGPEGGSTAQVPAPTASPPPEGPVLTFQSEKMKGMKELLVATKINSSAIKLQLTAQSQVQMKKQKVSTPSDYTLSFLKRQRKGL
Rab9 prom act: activators of Rab9 promoter. AID 485297. 320,000 tested, 2.8% active. Huh7 Rab9 promoter-luciferase reporter, luminescence, 24 h. Potency, µM (highest dose often 9.22 µM), inactives show top-dose activation, negative = inhibition, usual class: activators; further: potency means the concentration at half of the fitted maximal effect; % of control where 0% means no effect; nearly all actives have a fitted effect of over 60% in size
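Luminescence from Amplite-detected luciferase (10 minutes, ambient) reports Rab9 promoter activation. Before that, stable Rab9-luciferase Huh7 cells (1500/well, reduced-serum OP-MEM I plus 10% FBS) were exposed to compound for 24 hours at 37C.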
* marks the source's active call; other numbers are inactive results; ? = inconclusive; . = no result given; [ ] = remark or other dose. Unless noted, the call rests on the fitted dose curve; in most records, active means well fitted curve in the direction sought with a large enough effect; inconclusive means small, poorly fitted or top-dose-only effect, or another doubt; inactive means no such curve, though single readings can be large; an effect the other way counts as inactive or inconclusive.

SMILES	KCNH2 3.1 inh	Mito fusion act	FLuc counter	VP16 counter	PKM2 act	RORg inh	ELG1 repair inh	MBNL1-CUG inh	NPC1 promoter act	Menin-MLL TR inh	Rab9 prom act
Cc1cc2nnc(SCC(=O)N3CCOCC3)n2c2ccccc12	-10	3%	-2%	6%	3%	-5%	?	8%	-3%	-16%	21%
CCCCc1cc(=O)oc2c(CN(C)C)c(O)c(Cl)cc12	5	5%	-6%	2%	5%	0%[10 µM]	-1%	?	8%	-12%	-1%
O=C(CSc1ccccc1)NCCSCc1ccccc1	-5	11%	-16%	15%	-2%	38%	?	-7%	-1%	-21%	-3%
Cc1ccc(NC(=O)N2CCCC2C(=O)Nc2ccc3c(c2)OCCO3)cc1 (centres undefined)	-9	-2%	-6%	-15%	-1%	5%	0%	-2%	6%	10%	3%
O=C(OCC(=O)N(CCc1ccccc1)Cc1ccccc1)c1cc(S(=O)(=O)N2CCOCC2)ccc1F	-14	-1%	-2%	.	.	.	-23%	.	0%	.	-1%
COCCNC(=O)c1ccccc1NC(=O)c1ccc(OC)c(OC)c1	-2	1%	-13%	2%	-17%	-9%	?	1%	-3%	1%	-11%
CCCCn1c(SCC(=O)Nc2ccc(NC(C)=O)cc2)nc2ccccc2c1=O	8	2%	-2%	-4%	-5%	?	11%	0%	2%	14%	2%
C#CCOc1c(Cl)cc(/C=N/O)cc1OC	10	19%	-1%	-2%	-3%	-12%	?	2%	2%	-1%	0%
Cc1ccc2nc(SCC(=O)Nc3ccccc3N3CCOCC3)c(C#N)cc2c1	-17	5%	1%	?	-23%	-38%	4.1µM*	?	-30%	-21%	-22%
c1csc(CNc2ncnc3ccc(-c4ccc5c(c4)OCCO5)cc23)c1	.	?	-23%	.	.	.	?	.	-11%	.	1%
CCOc1cc(S(=O)(=O)NCc2ccccn2)c(C)cc1C	.	-1%	-1%	-12%	-4%	?	2%	-4%	0%	-13%	-1%
NS(=O)(=O)c1ccc(NNC(=O)c2cccs2)cc1	-3	-2%	3%	5%	7%	4%	-17%	-2%	1%	.	2%
CCC1(C)Cc2nc(Cl)c(C#N)cc2CO1 (centres undefined)	5	6%	1%	-4%	?	4%	0%	6%	-3%	.	0%
COc1ccc(S(=O)(=O)Nc2ccccn2)cc1C(=O)Nc1ccccc1	8	4%	1%	-5%	-1%	-17%	5%	3%	3%	-7%	1%
CC(C)CCNC(=O)CN(C)S(=O)(=O)c1cccc2nsnc12	4	0%	2%	0%	22%	-1%	-1%	?	-4%	-4%	-5%
CS(=O)(=O)N1N=C(c2ccco2)CC1c1ccco1 (centres undefined)	2	-2%	2%	?	0%	25%	8%	8%	-6%	?	4%
O=C(NC(=S)Nc1cc(C(F)(F)F)ccc1N1CCOCC1)c1ccc(-c2cccc(Cl)c2)o1	5	-5%	-3%	?	2%	10µM*	4%	-7%	-2%	-21%	-3%
COc1c(F)c(F)c(C(=O)Nc2c(C)cc(Br)cc2C)c(F)c1F	1	-4%	0%	1%	-13%	0%	12%	-3%	-2%	13%	-4%
COc1ccc(NC(=O)c2ccc(-c3ccccc3)cc2)cc1S(=O)(=O)N1CCOCC1	-71*	6%	-2%	-23%	3%	-46%	?	-11%	-18%	2%	-21%
O=C(CN1CCC(n2nnc3ccccc32)CC1)NCc1cccs1	6	4%	1%	6%	-1%	-4%	-11%	3%	-1%	2%	-1%
COc1cccc(NC(=O)c2cccc(C)c2[N+](=O)[O-])c1	-13	-6%	19µM*	22%	30%	?	?	8%	10%	12%	?
CCOc1ccc2[nH]cc(C(=O)NCc3ccccc3)c(=O)c2c1	17	1%	-9%	-20%	-4%[11.5 µM]	?	?	-1%	-4%	20%	-2%
O=C(COC(=O)CCSc1ccccc1)Nc1ccc(F)cc1Cl	.	-1%	-2%	-2%	-7%	-14%	8%	-3%	1%	3%	-6%
COc1cc(C(C)=O)ccc1OCC(=O)N(CCC1=CCCCC1)c1c(N)n(Cc2ccccc2)c(=O)[nH]c1=O	-26	2%	-17%	.	.	.	?	.	-7%	.	-4%
CC(C)OCC1Cn2c(nc3c2c(=O)n(C)c(=O)n3C)O1 (centres undefined)	1	-2%	3%	-11%	2%	-11%	-2%	-5%	-5%	3%	1%

With a hit mark in RORg inh (from the list above):
| canonical_smiles | PKM2 act | RORg inh | MBNL1-CUG inh | Menin-MLL TR inh | Rab9 prom act |
| --- | --- | --- | --- | --- | --- |
| O=C(NC(=S)Nc1cc(C(F)(F)F)ccc1N1CCOCC1)c1ccc(-c2cccc(Cl)c2)o1 | 2% | 10µM* | -7% | -21% | -3% |

A portion from further up:
SMILES	KCNH2 3.1 inh	Mito fusion act	FLuc counter	VP16 counter	PKM2 act	RORg inh	ELG1 repair inh	MBNL1-CUG inh	NPC1 promoter act	Menin-MLL TR inh	Rab9 prom act
Cc1cc2nnc(SCC(=O)N3CCOCC3)n2c2ccccc12	-10	3%	-2%	6%	3%	-5%	?	8%	-3%	-16%	21%
CCCCc1cc(=O)oc2c(CN(C)C)c(O)c(Cl)cc12	5	5%	-6%	2%	5%	0%[10 µM]	-1%	?	8%	-12%	-1%
O=C(CSc1ccccc1)NCCSCc1ccccc1	-5	11%	-16%	15%	-2%	38%	?	-7%	-1%	-21%	-3%

New compounds follow
SMILES	KCNH2 3.1 inh	Mito fusion act	FLuc counter	VP16 counter	PKM2 act	RORg inh	ELG1 repair inh	MBNL1-CUG inh	NPC1 promoter act	Menin-MLL TR inh	Rab9 prom act
Fc1cccc2sc(N3CCOCC3)nc12	11	1%	?	22%	-5%	43%	?	-6%	13%	5%	21%
Cc1ccc(NC(=O)CN2CCCCCC2)cc1Br	0	8%	-9%	-23%	.	-9%	-2%	-2%	7%	-10%	1%
COc1cccc(NC(=O)C2CCC(CNS(=O)(=O)c3cccs3)CC2)c1 (centres undefined)	0	6%	2%	-16%	-2%	9%	-13%	-10%	-3%	8%	-7%
CCN(c1ccc(OC)cc1)c1ncnc2nc[nH]c12	-12	-4%	4%	-24%	-14%	0%	?	-16%	11%	-11%	4%
Cc1cc(C)c(-c2csc(NC(=O)COC(=O)c3ccc4c(c3)OCO4)n2)c(C)c1	-9	0%	2%	6%	-4%	3%	0%	-3%	-9%	3%	-4%
COc1ccc(NC(=O)Cc2c(C)n(C(=O)c3ccc(Cl)cc3)c3ccc(OC)cc23)cc1	-18	3%	-1%	-17%	-7%	?	2.6µM*	-6%	0%	3%	-4%
CCOC(=O)C1=C(C)N=c2s/c(=C/c3ccccc3)c(=O)n2C1c1ccc(OC)c(OC)c1 (centres undefined)	6	-13%	-1%	6%	0%	0%	12%	-1%	-6%	-5%	2%
COc1ccc(S(=O)(=O)NCCOc2ccccc2)cc1OC	?	6%	0%	?	-14%	28%	19%	-2%	1%	-17%	-6%
CC(C)OC(=O)c1cc(NC(=O)C2C3C=CC(O3)C2C(=O)O)cc(C(=O)OC(C)C)c1 (centres undefined)	-1	8%	-2%	-1%	.	28%	4%	-6%	2%	4%	-3%
Cc1c(C(=O)NCc2ccc3c(c2)OCO3)oc2ccc(S(=O)(=O)N3CCCCC3)cc12	-4	1%	1%	-11%	7%	9%	?	10%	-6%	-1%	0%
CN(C)S(=O)(=O)N1CCC(Cc2ccccc2)CC1	-13	-2%	2%	-7%	-8%	1%	1%	-6%	-8%	5%	0%
O=C(NCCN1CCN(C(=O)c2ccc(F)cc2)CC1)c1ccc(F)cc1	-6	2%	-1%	4%	5%	6%	2%	-4%	-4%	0%	-1%
O=c1onc(-c2cccnc2)n1-c1ccccc1F	-11	2%	-2%	-2%	3%	4%	3%	1%	2%	.	-5%
COc1cc(C(N)=O)cc(Cl)c1OC	22	-5%	-1%	-10%	7%	-27%	-8%	-16%	-3%	11%	-2%

These rows are one share of the data; count on the stated rates, not on these rows.
